TDP1 cell noCPT: qHTS for Inhibitors of human tyrosyl-DNA phosphodiesterase 1 (TDP1): qHTS in cells in absence of CPT; Potency, µM (highest dose often 46.2 µM), for inactives: at the highest dose activity change, negative = growth inhibition, hits mostly inhibitors; AID 686978, 2013; 15% of 420,000 active; DT40 Tdp1-/- hTDP1 cells, no CPT, ATP luminescence, 48 h; note: nearly all actives have a fitted effect of over 55% in size
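Camptothecin absent (DMSO only). Human TDP1-complemented DT40 knockout cells, 400 cells/well, 37 °C for minimum 48 hr; ATP measured via CellTiter-Glo, 30 min dark incubation, luminescence.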
DT40 TDP1 CPT: DT40-hTDP1 cell growth loss with CPT. Potency, µM (doses to about 46.2 µM), for the others: at the top dose activity change, negative = growth inhibition, usual class: inhibitors. AID 686979. 12% of 420,000 active. chicken DT40 Tdp1-/-;hTDP1 cells + 20 nM CPT, ATP luminescence, 48 h; note: nearly all actives have a fitted effect of over 55% in size
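Cell growth measured by CellTiter-Glo luminescence after a minimum 48 h, 37 C compound exposure with 20 nM CPT in Tdp1-knockout DT40 cells stably expressing hTDP1, seeded 400/well; qHTS titration format.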
GCN5L2 inh: inhibitors of human GCN5L2 histone acetyltransferase; 0.21% of 390,000 active; AID 504327; Potency, µM (series often up to 58.9 µM), for inactives: at the top dose activity change, negative = inhibition, hits mostly inhibitors; Q92830; GCN5L2 HAT assay, ThioGlo1 CoA-SH fluorescence
Target sequence (Q92830 whole entry, looked up): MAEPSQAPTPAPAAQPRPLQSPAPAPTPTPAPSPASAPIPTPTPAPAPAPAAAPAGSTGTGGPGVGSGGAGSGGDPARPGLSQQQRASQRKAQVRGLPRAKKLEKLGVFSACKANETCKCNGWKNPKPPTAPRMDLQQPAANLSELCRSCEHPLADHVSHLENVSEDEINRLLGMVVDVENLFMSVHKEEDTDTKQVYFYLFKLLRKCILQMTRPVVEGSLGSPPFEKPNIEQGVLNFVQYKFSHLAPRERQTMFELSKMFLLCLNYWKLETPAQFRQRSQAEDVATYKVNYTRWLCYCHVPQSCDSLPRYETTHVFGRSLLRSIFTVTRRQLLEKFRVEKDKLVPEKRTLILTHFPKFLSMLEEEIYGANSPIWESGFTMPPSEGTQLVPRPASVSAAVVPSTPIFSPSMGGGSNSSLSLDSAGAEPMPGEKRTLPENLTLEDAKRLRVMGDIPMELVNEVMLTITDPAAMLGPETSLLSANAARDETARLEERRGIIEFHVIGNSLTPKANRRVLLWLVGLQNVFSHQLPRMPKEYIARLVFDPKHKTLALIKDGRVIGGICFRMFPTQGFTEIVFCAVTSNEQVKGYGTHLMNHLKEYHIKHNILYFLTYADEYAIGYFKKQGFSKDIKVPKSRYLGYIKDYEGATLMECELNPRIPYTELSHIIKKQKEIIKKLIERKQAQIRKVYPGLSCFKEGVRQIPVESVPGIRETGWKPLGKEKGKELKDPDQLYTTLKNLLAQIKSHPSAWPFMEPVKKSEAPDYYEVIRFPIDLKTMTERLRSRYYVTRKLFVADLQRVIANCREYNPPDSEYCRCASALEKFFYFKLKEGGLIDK
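Free CoA generated was detected with ThioGlo1 (50uM) fluorescence at Ex340nm/Em540nm, read immediately and after 20 min at room temperature. Enzyme, 20 nM in HEPES pH 7.5 buffer, saw compounds 15 min before adding 75uM H3(1-25) peptide and 70uM acetyl-CoA.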
An asterisk follows results filed as active; ? = inconclusive; nt = no result given. Calls come from the whole dose curve; as a rule, active = well fitted curve in the direction sought with a large enough effect; inconclusive = small, poorly fitted or top-dose-only effect, or another doubt; inactive = no such curve, though single readings can be large; an effect the other way counts as inactive or inconclusive. % is set by controls: 0 for no effect and ±100 for the full control effect; potency is the fitted concentration of half-maximal effect. Not all compounds are listed, so the mix of outcomes need not match the whole.

Every second line gives: TDP1 cell noCPT | DT40 TDP1 CPT | GCN5L2 inh
[1] CC(C)(C)OC(=O)C[C@@H]1C/C=C\C[C@@H](CC(=O)N[C@H](CO)Cc2ccccc2)C(=O)NC[C@H](c2ccccc2)OC1=O
  ? | ? | -1%
[2] COc1ccc(N2CCN(c3cc(C(=O)NC4CCCCC4)ncn3)CC2)cc1OC
  ? | ? | nt
[3] COc1cc(OC)cc(C(=O)NCC(=O)OCC(=O)Nc2cc(S(C)(=O)=O)ccc2Cl)c1
  4% | -4% | ?
[4] CCCCCCCCCC(=O)N1CCN(c2cc3c(cc2F)c(=O)c(C(=O)O)cn3CC)CC1
  -30% | -19% | 18%
[5] COc1cc2c(cc1OC)CN(C(=O)CN1C(=O)NC3(CCC(C)CC3)C1=O)CC2 (centres undefined)
  -23% | 8% | 0%
[6] CC(CNC(=O)CN1C(=O)C(=O)N(C2CCCC2)C1=O)c1ccccc1 (centres undefined)
  -4% | -3% | -3%
[7] Cc1ccccc1CC(=O)Nc1ccc(S(=O)(=O)N2CCOCC2)cc1
  11% | 0% | -25%
[8] Cc1cc(C)nc(SCc2cc(=O)c(OC(=O)c3cc([N+](=O)[O-])ccc3Cl)co2)n1
  -2% | 10% | 28%
[9] O=C(COC(=O)C1CCCC1)Nc1ncc(Cl)cc1Cl
  0% | -4% | -18%
[10] COc1ccc(/C=C/C(=O)c2ccc(NS(=O)(=O)c3ccc(C)cc3)cc2)cc1O
  21µM* | ? | -8%
[11] CN(C)/C=N/c1sc2c(c1C#N)CC(C)(C)NC2(C)C
  1% | -5% | -8%
[12] COCCc1nn2c(=O)cc(COC(=O)c3ccccc3C)nc2s1
  -19% | 0% | 3%
[13] O=S(=O)(c1ccc(OCc2ccc(Br)cc2)cc1)N1CCOCC1
  -12% | ? | -17%
[14] Cc1ccccc1OCC(=O)N/N=C/C=C/c1ccccc1
  -10% | -20% | -2%
[15] O=C(O)c1ccc(CN2C[C@@H](CO)O[C@@H](n3cnc4c(NCc5ccco5)ncnc43)C2)cc1
  3% | 9% | nt
[16] CC1CC(C)CN(C(=O)CCNC(=O)Cn2ccc3ccccc3c2=O)C1 (centres undefined)
  -4% | 14% | -2%
[17] CC(=O)c1cccc(NC(=O)CCNC(=O)c2cccc(C)c2)c1
  -1% | -3% | -2%
[18] COc1ccc(Nc2ncnc3sc(-c4ccccc4)cc23)cc1
  ? | -22% | 21%
[19] Cn1c(CNC(=O)CNC(=O)c2ccc(F)cc2)cc(=O)n(C)c1=O
  -8% | 8% | -5%
[20] Cc1cc(C)n(C(=O)Cn2nc([N+](=O)[O-])c(Br)c2C)n1
  1% | 2% | -4%
[21] Cc1cc(S(=O)(=O)Nc2ccc(C(=O)N3CCN(c4ccccc4O)CC3)cc2)ccc1F
  ? | ? | -17%
[22] CN(c1ccccc1)c1nc(N)c([N+](=O)[O-])c(N2CCCC2)n1
  ? | ? | -7%
[23] C[C@@H]1CN([C@H](C)CO)S(=O)(=O)c2ccc(C3=CCCCC3)cc2O[C@H]1CN(C)C(=O)Cc1cccnc1
  26µM* | ? | nt
[24] O=C(Nc1cccc(NC(=O)c2cccs2)c1)c1ccc(Br)o1
  21µM* | -25% | -4%
[25] O=C(CN1C(=O)/C(=C/c2ccccc2)SC1=S)NNC(=O)c1ccccc1O
  1% | 6% | -16%
[26] O=C(CN1CCCc2ccccc21)Nc1cccc(S(=O)(=O)N2CCCC2)c1
  ? | ? | nt
[27] CCN(CC)c1ccc(N2C(=O)CSC2=S)cc1
  1% | 14% | 8%
[28] CCOC(=O)c1c(C)[nH]c(C)c1C(=O)CSc1nnc(-c2cc(OC)c(OC)c(OC)c2)o1
  -12% | -10% | -8%
[29] Cc1ccc(NC(=O)c2nc(S(C)(=O)=O)ncc2N(Cc2ccco2)Cc2ccco2)cc1C
  ? | ? | -12%
[30] Cn1cc(-c2cc3n(n2)CCC(=O)N3CCCC(=O)Nc2ccccc2F)c2ccccc21
  23µM* | ? | 0%

Entries shown so far with a furan ring, fused or not (3):
Every second line gives: TDP1 cell noCPT | DT40 TDP1 CPT | GCN5L2 inh
[15] O=C(O)c1ccc(CN2C[C@@H](CO)O[C@@H](n3cnc4c(NCc5ccco5)ncnc43)C2)cc1
  3% | 9% | nt
[24] O=C(Nc1cccc(NC(=O)c2cccs2)c1)c1ccc(Br)o1
  21µM* | -25% | -4%
[29] Cc1ccc(NC(=O)c2nc(S(C)(=O)=O)ncc2N(Cc2ccco2)Cc2ccco2)cc1C
  ? | ? | -12%

The results go on:
Every second line gives: TDP1 cell noCPT | DT40 TDP1 CPT | GCN5L2 inh
[31] Cc1c(C=O)c(Cl)n(C)c(=O)c1C#N
  -1% | -5% | -6%
[32] O=C(NCc1ccncc1)c1cc(F)c(F)cc1Cl
  -7% | 26% | 0%
[33] COc1cc(C2c3c(oc4ccccc4c3=O)C(=O)N2c2nc(C)c(C)s2)ccc1O (centres undefined)
  ? | ? | -7%
[34] CC(C)(C)C(=O)N1CCC(O)(CS(=O)(=O)Cc2ccccc2Cl)CC1
  -9% | -25% | 1%
[35] O=C(Nc1cccc(N2C(=O)C3CCCCC3C2=O)c1)c1ccccc1 (centres undefined)
  0% | -21% | -11%
[36] O=C(CCC1N=C2c3ccccc3N=C(SCc3ccccc3F)N2C1=O)NCCc1ccccc1 (centres undefined)
  ? | -5% | -6%
[37] CCOc1ccc(CN2CCN(CC3CC3)CC2CCO)cc1 (centres undefined)
  ? | -5% | 1%
[38] O=S(=O)(c1ccccc1)N1CCN(S(=O)(=O)c2ccccc2)CC1
  -1% | 17% | nt
[39] O=C(c1ccc(Cl)c(S(=O)(=O)N2CCCC2)c1)N1CCCC(C(F)(F)F)C1 (centres undefined)
  ? | -23% | 0%
[40] O=c1oc2ccccc2n1Cc1cccc(Cl)c1
  -16% | 3% | 1%
[41] CCC(C)NC(=O)/C(=C/c1ccco1)c1ccccc1 (centres undefined)
  ? | ? | -14%
[42] O=C(OCC(=O)N1CCCC1=O)c1nc(Cl)ccc1Cl
  15% | -5% | 1%
[43] Cc1ccc(-c2cc(-c3coc4ccc(Cl)cc4c3=O)c3c(n2)-c2ccccc2OC3)cc1
  0% | 6% | -6%
[44] CN1CCN(NC(=O)C2CC2)CC1
  1% | -8% | 19%
[45] CCCN(C(=O)CCc1nc(-c2ccc(OC)cc2)no1)c1ccccc1F
  16µM* | ? | -12%
[46] Cc1[nH]c2ccccc2c1C(=O)CSc1nnc(C2CC2)o1
  ? | 0% | 2%
[47] O=C(NC1CCSC1=O)c1cccc(C(=O)NC2CCSC2=O)c1 (centres undefined)
  -14% | -15% | 1%
[48] Cc1ccc(OCc2nc(C#N)c(NCCc3ccccc3)o2)cc1
  ? | ? | -16%
[49] COc1ccc(CN2C3CCCC2CC(NC(=O)c2cccc(F)c2)C3)cc1 (centres undefined)
  -5% | -15% | -11%

Record cards, from the list above. Screens in order: TDP1 cell noCPT, DT40 TDP1 CPT, GCN5L2 inh
CCCN(C(=O)CCc1nc(-c2ccc(OC)cc2)no1)c1ccccc1F is entered as 16µM*, ?, -12%
Cc1ccc(OCc2nc(C#N)c(NCCc3ccccc3)o2)cc1 is entered as ?, ?, -16%

In a second layout: 7 of the compounds above
nr	mol	TDP1 cell noCPT	DT40 TDP1 CPT	GCN5L2 inh
32	O=C(NCc1ccncc1)c1cc(F)c(F)cc1Cl	-7%	26%	0%
33	COc1cc(C2c3c(oc4ccccc4c3=O)C(=O)N2c2nc(C)c(C)s2)ccc1O (centres undefined)	?	?	-7%
34	CC(C)(C)C(=O)N1CCC(O)(CS(=O)(=O)Cc2ccccc2Cl)CC1	-9%	-25%	1%
35	O=C(Nc1cccc(N2C(=O)C3CCCCC3C2=O)c1)c1ccccc1 (centres undefined)	0%	-21%	-11%
36	O=C(CCC1N=C2c3ccccc3N=C(SCc3ccccc3F)N2C1=O)NCCc1ccccc1 (centres undefined)	?	-5%	-6%
37	CCOc1ccc(CN2CCN(CC3CC3)CC2CCO)cc1 (centres undefined)	?	-5%	1%
38	O=S(=O)(c1ccccc1)N1CCN(S(=O)(=O)c2ccccc2)CC1	-1%	17%	nt
